Tb PFK block: blocks T. brucei phosphofructokinase | Potency, µM (titrated, usually from 57.5 µM), for inactives: at the highest dose activity, negative = inhibition, actives largely listed as inhibitors | 0.17% of 330,000 active | AID 485367 | T. brucei PFK, ADP-Glo luminescence | O15648;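 note: potency is the fitted concentration of half-maximal effect; 0% = uninhibited 1x PFK enzyme wells and -100% = no-enzyme wells; nearly all actives have a fitted effect of over 60% in size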
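ADP-Glo luminescence quantified ADP after 45 min at room temperature, with 1.25 nM T. brucei PFK, 0.1 mM ATP and 0.5 mM fructose-6-phosphate in pH 8.0 TEA buffer. qHTS titrations up to 57 µM; curves classified by quality.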
PTAP TSG101 blk: blocks PTAP/TSG101 interaction to inhibit HIV-1 budding. Fluorescence polarization, FITC-PTAP peptide / Tsg101 binding. Q99816. 340,000 tested, under 10 active. Potency, µM (doses to about 115 µM), without a hit: at the highest dose activity change, negative = inhibition, most hits filed as inhibitors; active = well fitted inhibition curve with a large enough effect in the main read-out, with a control signal flat, not every such curve was filed as active; inconclusive = small, poorly fitted or top-dose-only effect, or effect the other way, or a change in a side signal; inactive = no such curve, though single readings can be large or run the other way; note: potency is the fitted concentration of half-maximal effect; % of control where 0% means no effect
Target sequence (Q99816 whole entry, looked up): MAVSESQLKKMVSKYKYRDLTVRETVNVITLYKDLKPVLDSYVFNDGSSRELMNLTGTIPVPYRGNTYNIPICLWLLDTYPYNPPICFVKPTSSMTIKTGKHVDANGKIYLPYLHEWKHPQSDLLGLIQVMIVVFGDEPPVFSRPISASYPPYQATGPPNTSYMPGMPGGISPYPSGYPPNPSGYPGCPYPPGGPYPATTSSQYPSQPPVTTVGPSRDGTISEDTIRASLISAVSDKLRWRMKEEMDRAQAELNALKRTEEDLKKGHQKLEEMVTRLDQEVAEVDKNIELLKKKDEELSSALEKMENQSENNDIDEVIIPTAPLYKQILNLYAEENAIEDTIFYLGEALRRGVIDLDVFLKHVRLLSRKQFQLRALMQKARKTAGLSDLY
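Steps: Tsg101 binding domain dispensed (10 uM final), compounds pinned in DMSO, FITC-labeled PTAP-motif peptide added (50 nM final); after 20 min binding at room temperature, polarization measured.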
USP2a inh: USP2a (human) protease inhibition; Potency, µM (series often up to 38.3 µM), for inactives: at the highest dose activity change, negative = inhibition, actives largely listed as inhibitors; USP2 core, Ub-CHOP2 coupled fluorogenic reporter, 485/531; 0.01% of 330,000 active;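 note: potency is the fitted concentration of half-maximal effect; plate controls were DMSO wells for no effect and full inhibition by NEM control for full effect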
Target sequence (O75604 whole entry, looked up): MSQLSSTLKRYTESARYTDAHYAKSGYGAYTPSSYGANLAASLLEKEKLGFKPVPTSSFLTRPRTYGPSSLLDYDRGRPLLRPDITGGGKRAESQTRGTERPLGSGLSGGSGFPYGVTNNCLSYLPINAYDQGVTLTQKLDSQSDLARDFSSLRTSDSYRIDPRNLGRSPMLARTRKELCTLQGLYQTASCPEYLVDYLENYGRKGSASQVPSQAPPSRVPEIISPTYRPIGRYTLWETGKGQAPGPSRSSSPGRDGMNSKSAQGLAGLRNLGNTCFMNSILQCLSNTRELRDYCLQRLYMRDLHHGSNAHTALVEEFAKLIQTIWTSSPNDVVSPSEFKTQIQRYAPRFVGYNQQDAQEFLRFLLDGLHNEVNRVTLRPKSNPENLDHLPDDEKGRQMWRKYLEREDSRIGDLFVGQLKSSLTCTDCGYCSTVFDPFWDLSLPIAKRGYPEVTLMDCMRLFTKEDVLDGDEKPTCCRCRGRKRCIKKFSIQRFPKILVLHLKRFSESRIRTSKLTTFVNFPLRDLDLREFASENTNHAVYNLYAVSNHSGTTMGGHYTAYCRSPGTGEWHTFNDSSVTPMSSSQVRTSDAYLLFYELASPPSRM
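USP2 core (10nM final) preincubated 30min RT with compound in 20mM Tris-HCl pH 8.0, 2mM CaCl2, 2mM beta-mercaptoethanol, 0.05% CHAPS; 25nM Ub-CHOP2 plus 25nM reporter substrate added, fluorescence (Ex485/Em531) read after 60min.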
TSHR antag: antagonists of human thyroid stimulating hormone receptor | P16473 | TSHR-expressing cells, TSH-stimulated cAMP HTRF, 2 h; stronger effect = lower value | activity change, negative = inhibition, % at 11.5 µM | 0.2% of 330,000 active;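 active = activity change below a set negative limit, meaning inhibition stronger than a set level, cut at about -70% in these data; inconclusive = activity change between two set negative limits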; note: % is set by controls: 0 for no effect and ±100 for the full control effect
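Cell-based HTRF cAMP assay; TSHR cells + compound, TSH EC80 (4nM final), 2 h, 37 deg C. Lysis with anti-cAMP cryptate and cAMP-d2, 30 min RT, read 665/620 nm.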
uPA generation: cell surface uPA generation inhibition; 0.31% of 330,000 active; cell surface uPA generation assay, qHTS; Potency, µM (highest dose often 38.3 µM), inactives show at the highest dose activity change, negative = inhibition, usual class: inhibitors; active = well fitted inhibition curve with a large enough effect; inconclusive = small, poorly fitted or top-dose-only effect; inactive = no such curve, though single readings can be large or run the other way; tested in mouse RAW 264.7 cells; note: potency is the fitted concentration of half-maximal effect; % is set by controls: 0 for no effect and ±100 for the full control effect; nearly all actives have a fitted effect of over 55% in size
Eya2 phos inh: blocks the phosphatase activity of human Eya2; 0.006% of 330,000 active; recombinant Eya2, OMFP fluorescence dephosphorylation (OMFP is methylfluorescein phosphate); Potency, µM (series often up to 76.9 µM), for inactives: at the top dose activity, negative = inhibition, actives largely listed as inhibitors; O00167; note: potency is the fitted concentration of half-maximal effect; % is set by controls: 0 for no effect and ±100 for the full control effect
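Eya2 protein (added as 0.2 uM solution) was preincubated with compound for 10 min at ambient temperature in 50 mM HEPES pH 7.5, 50 mM NaCl, 5 uM MgCl2, 0.05% BSA, 1 mM DTT. OMFP (added at 50 uM) then reacted 10 min; fluorescence read at 485/525 nm.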
Chronic BCR inh: blocks chronic active B-cell receptor signaling | 0.05% of 340,000 active | Potency, µM (doses to about 46.1 µM), for inactives: top-dose ratio change, negative = lower green/red ratio, actives largely listed as inhibitors | AID 493014 | ABC-DLBCL IkBa-CBG/CBR reporter, luminescence ratio, 4 h; active = well fitted inhibition curve with a large enough effect in the signal ratio, with a control signal flat, not every such curve was filed as active; inconclusive = small, poorly fitted or top-dose-only effect, or effect the other way, or a change in a side signal; the % refers to the signal ratio;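 note: potency is the fitted concentration of half-maximal effect; plate controls were basal doxycycline-induced cells for no effect and cells given 10 µM MG132 for full effect; MG132 reads +100%, hits lower the ratio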
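Compounds up to 46 uM were incubated four hours with TMD8 cells whose green CBG68 luciferase is fused to IkappaBalpha; red CBR luminescence normalised the signal, and concentration-effect curves were fitted to fusion, red and ratio data.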
B2AR arrestin: beta2AR (human) beta-arrestin recruitment activity. Potency, µM (titrated, usually from 46.1 µM), for the others: at the top dose activation, hits mostly activators. P07550. beta-arrestin recruitment to beta2AR, cell-based reporter. AID 492947. 0.02% of 330,000 active;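 note: potency is the fitted concentration of half-maximal effect; 0% = DMSO controls and full agonism = EC100 isoproterenol or metaproterenol; nearly all actives have a fitted effect of over 65% in size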
TCR activator: activators of T cell receptors. 330,000 tested, under 10 active. Potency, µM (series often up to 9.22 µM), inactives show at the highest dose activation of IL-2 secretion, most hits filed as activators. primary human leukocytes, anti-CD3, IL-2 HTRF, 48 h. AID 504894; note: % of control where 0% means no effect
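1) Mix primary human leukocytes, a-CD3 beads and compound. 2) Incubate 48 hr. 3) Add HTRF IL-2 reagents (a-IL-2-K, a-IL-2-d2).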
Mito fusion act: mitochondrial division inhibition or fusion activation | S. cerevisiae fusion-defective mutant growth rescue, CellTiterGlo 48 h | 0.23% of 320,000 active | Potency, µM (doses to about 46.1 µM), inactives show top-dose growth rescue (activation), usual class: activators | AID 485298;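 note: potency is the fitted concentration of half-maximal effect; % of control where 0% means no effect; nearly all actives have a fitted effect of over 45% in size; temperature-sensitive fusion mutants such as fzo1-1 at 37 °C on non-fermentable ethanol glycerol medium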
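Growth-rescue viability read-out: after 48 h at the non-permissive 37C in glycerol/ethanol YPEG, yeast mitochondrial fusion mutants are measured by CellTiterGlo luminescence; compounds (23 nl pinned per well) restoring growth score as division inhibitors or fusion activators.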
ELG1 repair inh: inhibitors of ELG1-dependent DNA repair in HEK293T cells; HEK293T ELG1-luciferase reporter, luminescence, 16 h; DNA damage induced by 5-fluorouridine; Potency, µM (titrated, usually from 46.1 µM), for the others: at the top dose activity change, negative = inhibition, most hits filed as inhibitors; 2.3% of 330,000 active; note: potency is the fitted concentration of half-maximal effect; % is set by controls: 0 for no effect and ±100 for the full control effect; nearly all actives have a fitted effect of over 55% in size
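Overnight (16 hr) co-exposure of 2,000 cells/well to 5-fluorouridine and compound at 37 °C preceded detection. Luciferase was quantified via ONE-Glo luminescence; loss of signal denotes inhibition.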
The depositor's hits bear a star; ? = inconclusive; / = not tested or not shown; [ ] = another dose, or the depositor's remark. Unless noted, calls come from the whole dose curve; as a rule, active = well fitted curve in the direction sought with a large enough effect; inconclusive = small, poorly fitted or top-dose-only effect, or another doubt; inactive = no such curve, though single readings can be large; an effect the other way counts as inactive or inconclusive.

SMILES	Tb PFK block	PTAP TSG101 blk	USP2a inh	TSHR antag	uPA generation	Eya2 phos inh	Chronic BCR inh	B2AR arrestin	TCR activator	Mito fusion act	ELG1 repair inh
C[C@H](CO)N1C[C@H](C)[C@@H](CN(C)C(=O)Nc2ccccc2)Oc2c(NC(=O)c3ccncc3)cccc2C1=O	1.0%	-1.0%	3.6%	-2.4	-12.3%	5.5%	-4.6%	0.2%	-2.0%	/	-4.4%
COC(=O)C1CCN(C(=O)C2CCC(=O)N(CCc3cccc(F)c3)C2)CC1 (configuration not stated)	-0.1%	-2.6%	0.0%	0.7	1.6%	3.4%	0.6%	-0.9%	-1.3%	-1.5%	1.5%
CC(/C=C/C1(O)C(C)CC(=O)CC1(C)C)OC1OC(CO)C(O)C(O)C1O (configuration not stated)	-2.8%	0.3%	0.2%	1.5	8.6%	-2.0%	-8.7%	-0.1%	-2.6%	-0.8%	8.5%
CCOc1ccc(C(=O)N2CCN(S(=O)(=O)c3cccs3)CC2)c(OCC)c1	-4.9%	-3.5%	-7.7%	26.8	11.4%	-11.6%	?	-1.0%	2.3%	8.9%	-19.9%
O=C(NCc1cccs1)c1cccnc1SCCS(=O)(=O)c1ccc(C(F)(F)F)cn1	-0.2%	-0.7%	-1.5%	15.4	-12.2%	7.5%	?	-0.5%	-6.5%	2.2%	-17.9%
O=C(CSc1ccc(-c2cccc([N+](=O)[O-])c2)nn1)N1CCCCCC1	5.2%	0.2%	11.2%	-11.5	-0.8%	6.8%	1.2%	-0.2%	-2.0%	16.1%	?
COc1cc(/C=N/NC(=O)c2ccncc2)ccc1OC(=O)c1ccco1	0.6%	-8.3%	0.8%	3.0	0.2%	-11.0%	-1.3%	-0.6%	-5.5%	-8.7%	-0.1%
O=c1c([N+](=O)[O-])c(NCCN2CCCCCC2)c2ccccc2n1-c1ccccc1	-2.8%	-6.0%	-0.6%	-13.1	10.2%	-12.5%	?	7.7%	-1.3%[46.1 µM]	-0.6%	-4.5%
CNC(=O)/C(C#N)=C/c1cn(CC(=O)OC)c2ccccc12	2.7%	0.1%	2.2%	-4.8	3.1%	5.8%	-19.0%	-0.1%	9.0%	10.2%	21.4%
NC(=O)c1ccc(NC(=O)c2cccc(Oc3ccccc3)c2)cc1	-5.0%	-0.3%	0.0%	-18.3	0.9%	8.7%	?	0.1%	1.0%	26.9%	3.7%
COc1cc(OC)cc(C(=O)N2CC(=O)Nc3ccccc32)c1	1.1%	-0.6%	0.7%	-9.4	-6.5%	0.6%	?	-0.2%	/	-0.2%	?
Cn1nnc2cc(NC(=O)N3CCN(c4ccccn4)CC3)ccc21	0.0%	-6.1%	1.3%	3.5	-5.8%	3.8%	?	0.1%	0.1%	2.1%	-16.4%
O=C(N/N=C\c1cccnc1)c1cc(-c2ccccc2)nc2c(Cl)cccc12	1.5%	-6.6%	-1.2%	1.8	-11.0%	0.0%	-6.8%	-0.3%	-2.1%	2.1%	?
Cc1ccc(-c2noc(-c3ccccc3C(=O)NCC3CCCO3)n2)cc1 (configuration not stated)	-4.8%	-3.9%	-0.9%	3.3	-2.8%	-1.3%	?	-0.4%	-4.8%	6.1%	7.7%
CNC(=O)CSc1nc2c(c(=O)n(C)c(=O)n2C)n1Cc1ccc(C)cc1	0.2%	-7.6%	1.7%	-2.9	-18.7%	-15.5%	4.2%	-0.2%	-21.3%	-2.5%	?
NC(=O)C1CCN(C(=O)CN2CCCc3ccccc32)CC1	3.7%	-11.2%	5.4%	-3.5	-0.8%	15.5%	0.3%	-0.1%	6.7%	1.0%	?
O=C(NCc1ccco1)/C(=C/c1ccco1)NC(=O)c1ccccc1	-0.2%	-5.3%	1.2%	22.7	-3.4%	16.5%	-2.8%	-0.2%	-2.2%	-1.0%	-6.0%
CCN(c1ccccc1)S(=O)(=O)c1ccc(N2CCN(c3ccccc3O)CC2)nc1	-1.4%	0.3%	2.7%	-21.4	-17.9%	-10.0%	-0.1%	0.4%	-5.6%	19.6%	?
O=C(OCc1nnc(-c2ccccc2)o1)c1cccnc1Cl	0.3%	-2.6%	0.6%	-1.0	0.6%	-1.6%	-0.5%	-0.1%	5.2%	4.3%	?
CC(Oc1ccccc1)C(=O)N=C1SC2CS(=O)(=O)CC2N1c1cccc(F)c1 (configuration not stated)	1.6%	0.3%	2.0%	-5.5	11.4%	8.9%	0.1%	-0.3%	-6.7%	-0.5%	-3.8%
Cc1cccc2sc(N(CCN(C)C)C(=O)/C=C/c3cccs3)nc12	8.9%	-0.2%	1.4%	14.0	-4.1%	-7.8%	?	-0.8%	-2.1%[46.1 µM]	8.7%	-18.4%
Cc1nnc(SCC(=O)Nc2nccs2)[nH]c1=O	1.4%	-6.6%	-0.9%	0.2	1.3%	-4.5%	1.1%	0.0%	-4.0%	0.3%	6.4%
O=C(OCCN1C(=O)c2ccccc2C1=O)c1cc2ccccc2o1	-1.3%	-0.9%	-8.0%	-4.5	3.6%	-17.5%	-0.3%	-0.7%	1.7%	-3.5%	8.2%
O=c1c2cn[nH]c2nc(SCc2ccc3c(c2)OCCO3)n1-c1ccccc1	0.6%	-2.2%	-2.4%	4.1	-7.4%	-2.9%	?	0.4%	-8.2%	-0.5%	?
COc1ccc(CCNS(=O)(=O)c2cccc(C)c2)cc1OC	1.2%	-4.8%	2.5%	21.4	/	-3.4%	1.8%	0.1%	-0.9%	-0.6%	-3.4%
CC1Cc2ccccc2N1C(=O)/C=C/c1cccc(F)c1 (configuration not stated)	-2.8%	-1.9%	3.4%	-6.2	-5.1%	-1.9%	-0.3%	-0.1%	6.7%	9.1%	?
Cc1ccccc1C(=O)NCc1ccncc1	-7.1%	-0.4%	1.3%	-2.2	-10.9%	-4.7%	-1.1%	-0.3%	0.2%	4.1%	-6.6%
COc1ccc(Cl)cc1C(=O)NCc1cnn(C)c1C	0.3%	-7.0%	3.0%	-8.0	-4.7%	3.4%	0.1%	-0.5%	6.0%[46.1 µM]	-3.2%	7.3%
CCOC(=O)/C(C#N)=C/c1cn(CCC(=O)O)nc1-c1ccc(F)cc1	9.0%	-2.0%	2.5%	-20.2	5.3%	12.3%	10.0%	0.1%	-2.3%	5.4%	19.8%
Cc1ccc2c(=O)c(CN3CCCCCC3)c(C)[nH]c2c1C	-3.4%	-0.5%	1.2%	2.6	8.1%	-2.1%	1.6%	-0.9%	4.6%	-7.5%	-1.6%
CCOC(=O)CSc1nc2c(sc(=S)n2-c2ccc(CC)cc2)c(=O)[nH]1	0.5%	-0.8%	3.1%	-10.4	-0.9%	-3.0%	-5.7%	0.2%	0.0%	11.1%	-4.4%
O=C(Nc1ccc2c(c1)oc1ccccc12)c1cccnc1	1.3%	-0.3%	-4.3%	-0.4	-1.8%	8.5%	?	0.1%	4.1%	-3.6%	?
CCOc1ccc(NC2c3ccccc3C(=O)N2Cc2ccc3c(c2)OCO3)cc1 (configuration not stated)	-9.0%	-4.4%	0.1%	-18.7	-22.2%	17.5%	11.7%	-0.7%	5.3%	17.9%	?
Nc1c(-c2ccccc2)cnn1C1CCS(=O)(=O)C1 (configuration not stated)	2.8%	-6.3%	6.2%	5.4	0.4%	7.2%	2.7%	0.3%	2.2%	-3.6%	9.7%
O=C(C1=NN[C@@H]2C(=O)N(c3cccc(F)c3)C(=O)[C@H]12)C(c1ccccc1)c1ccccc1	-4.1%	1.7%	1.1%	14.3	1.8%	-14.4%	5.4%	-0.7%	-1.2%[46.1 µM]	-0.2%	-0.9%

Assay outcomes: PubChem BioAssay, National Center for Advancing Translational Sciences (NCATS)
